# RAD52 inh: RAD52 DNA annealing inhibitors, primary screen, biochemical, FRET, single point, set 2; DNA repair protein RAD52 homolog (Homo sapiens), P43351; recombinant RAD52 DNA annealing, FRET fluorescence; inhibition, % at 18.7 µM; hit rate 0.46% among 360,000; AID 651710, 2012;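 active = every replicate showing at least 50% inhibition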
# Target sequence (P43351 whole entry, looked up): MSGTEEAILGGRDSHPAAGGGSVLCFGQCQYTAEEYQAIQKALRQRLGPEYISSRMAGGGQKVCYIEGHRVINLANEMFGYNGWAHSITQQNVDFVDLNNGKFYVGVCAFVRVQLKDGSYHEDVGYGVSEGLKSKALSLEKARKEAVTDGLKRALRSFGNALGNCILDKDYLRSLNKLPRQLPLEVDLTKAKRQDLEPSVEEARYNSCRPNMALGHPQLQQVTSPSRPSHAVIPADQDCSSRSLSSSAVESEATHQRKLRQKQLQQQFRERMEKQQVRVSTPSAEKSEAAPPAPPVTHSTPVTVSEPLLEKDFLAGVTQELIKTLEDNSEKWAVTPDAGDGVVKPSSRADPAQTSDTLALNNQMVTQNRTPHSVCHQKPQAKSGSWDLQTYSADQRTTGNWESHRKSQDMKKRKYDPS
# RAD54 branch: inhibitors of human RAD54 branch migration, primary screen, biochemical, fluorescence, single point. DNA repair and recombination protein RAD54-like (Homo sapiens), Q92698. RAD54 Holliday junction branch migration, FAM/BHQ fluorescence. inhibition, % at 10.4 µM. hit rate 0.14% among 360,000. AID 602329, 2012;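 active = mean normalized replicate activity at least 40 and at least half of replicates scoring 40 or more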;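 also: 0% = median of neutral control wells and 100% = median of positive control wells; inhibitors cause a drop in the FAM fluorescence signal; in these data hits start at about 50%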
# Xi reactivation: activators of inactive X chromosome reactivation, primary screen, imaging, XiGFP fibroblasts, GFP high-content imaging, set 2; hit rate 0.055% among 360,000; XiGFP mouse fibroblasts, % GFP-positive cells imaging, 3 d; cells co-treated with 5-aza-dC sensitizer; scaled so ellipticine positive control = 100%; activation, % at 7.58 µM;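 active = mean normalized replicate activation at least 10% and every replicate at or above 10%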;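 also: 0% = median of on-plate neutral control wells and 100% = ellipticine 6 µM median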
#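 Assay system: SV40-immortalized XiGFP fibroblast cells, line 68-5-11; buffer or medium: DMEM plus 5-aza-dC sensitizer; compound: one concentration, pinned; timing: compounds 3 days, fix/stain 15 min at room temperature; benchmarks: positive control ellipticine, 6 µM final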
# esBAF inh: Bmi1 luciferase reporter increase in mESCs, primary screen, esBAF inhibitor project, mouse ES cells, Bmi1 luciferase knock-in, single point | 24 h; 100% = twice the neutral-well signal | reporter increase, % at 12.5 µM | hit rate 2% among 350,000; in the data active = activation above about 40%;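 also: 0% = median of the plate's neutral control wells and 100% = double that signal; a rise in the Bmi1 reporter signal indicates esBAF inhibition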
# INS-1E GSIS act: GLuc luminescence reporter in INS-1E cells, primary screen for activators of glucose-dependent secretion of insulin; INS-1E GLuc reporter insulin secretion, 2-3 h; activation, % at 16.6 µM; hit rate 0.61% among 370,000;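 active = lowest replicate activation of at least 40%, so every replicate reaches that level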;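 also: 0% = median of neutral control wells and 100% = median of IBMX positive control wells; some compounds called inactive have numbers as strong as hits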
# ERAP1 inh: human ERAP1 aminopeptidase inhibitors, primary screen, biochemical, single point, plate reader; AID 652197, 2013; Endoplasmic reticulum aminopeptidase 1 (Homo sapiens), Q9NZ08; hit rate 0.15% among 340,000; recombinant ERAP1, Leu-AMC fluorescence, 60 min; inhibition, % at 10.7 µM;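 active = mean replicate inhibition of at least 30%, or all replicates individually reaching that 30% level; inactive = mean below 30% and not every replicate reaching it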;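 also: 0% = neutral control wells and 100% = L-leucinethiol positive control wells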
# F508del corr: F508del CFTR correction, initial screen, CFBE line, single point. activity (quench increase), % at 7.58 µM. CFBE cells, YFP halide quenching; stimulated with forskolin plus potentiator P3; % fluorescence drop versus neutral controls. hit rate 0.36% among 350,000;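 active = mean added fluorescence quench of at least 8% versus neutral control, with both replicates also reaching 8%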;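 also: cells transiently co-express mutant CFTR-F508del with the halide-sensitive YFP; corrector assay measuring rescue of mutant channel to the surface after 24 h compound exposure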
# ARNT TACC3 PPI: disruptors of ARNT/TACC3 protein interaction, primary screen, biochemical, AlphaScreen, single concentration | AlphaScreen His-ARNT PAS-B/GST-TACC3 binding, luminescence; TACC3 fragment carries E629A point mutation | hit rate 0.66% among 390,000 | AID 623870, 2012 | Transforming acidic coiled-coil-containing protein 3 (Homo sapiens), Q9Y6A5 | inhibition, % at 9.99 µM;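 active = mean inhibition of replicates at least 50% and at least half of replicates each reaching 50%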;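 also: 0% = complete ARNT plus TACC3 wells and 100% = ARNT alone without TACC3; many hits fall short of the cut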
# Active calls of the source: *; · = no result given.
# Value order: esBAF inh, RAD52 inh, INS-1E GSIS act, F508del corr, RAD54 branch, ARNT TACC3 PPI, Xi reactivation, ERAP1 inh
CCOC(=O)Cc1c(C)nc2c(-c3cccc(Br)c3)c[nH]n2c1=O
  0.8, ·, -13.8, ·, 2.8, 17.9, ·, ·
Cc1ccc(/C=C2\CCn3c2nc2cc(C(=O)O)ccc2c3=O)c(C)c1
  4.2, -10.4, -12.8, 1.4, 3.2, 5.1, 0.0, 10.0
CCOc1ccc(NC(=O)CN(C)C(=O)c2ccccc2-n2cnnn2)cc1OCC
  ·, -10.1, 25.5, -1.4, ·, 6.2, -0.1, 2.0
C[C@H](CO)N1C[C@H](C)[C@H](CN(C)Cc2ccc(-c3ccccc3)cc2)Oc2c(NC(=O)c3cnccn3)cccc2C1=O
  -4.1, -7.7, -8.6, 1.1, 1.9, 20.1, -1.2, 2.0
COc1cccc(CNC(=O)[C@H]2[C@H](CO)[C@H]3Cn4c(ccc(-c5cncnc5)c4=O)[C@H]3N2C)c1
  -1.2, 3.7, 14.2, 0.8, -7.3, 4.5, 0.2, 0.5
CN(c1ccccc1)S(=O)(=O)c1ccc(NC(=O)c2ccccc2C(=O)O)cc1
  ·, -31.6, 3.5, 0.7, ·, 4.4, 0.2, ·
O=C(C[C@H]1C/C=C\CC[C@@H](Cc2ccc(F)cc2)C(=O)OC[C@H]2CCCN2C1=O)NCCO
  -2.5, -10.4, 1.4, 3.2, 0.9, -10.2, 0.1, -2.3
COc1ccc(CN2CC3(CN(C(=O)C4CC4)C3)c3c(n(C)c4cc(OC)ccc34)[C@@H]2CO)cc1
  ·, -48.0, -19.4, -0.2, ·, ·, 0.1, -0.5
CCOc1ccc(N(CC(=O)N2CCc3ccccc32)S(=O)(=O)c2c(C)noc2C)cc1
  -2.2, -15.6, -16.0, 2.9, 9.1, 0.3, -0.1, ·
C#CCN1CC(COCCCC)Oc2cccc(Oc3ccc(C(C)(C)C)c(C)c3)c2S1(=O)=O (configuration not stated)
  ·, -25.1, ·, -2.0, ·, ·, -0.1, 0.3
O=C(NCCc1nc(-c2ccccc2Cl)no1)C1CCCCC1
  1.4, -17.1, -3.8, -0.5, -1.2, -6.8, 0.0, 0.5
CC1(C)CC(=O)C2=C(C1)NC(=O)CC2
  ·, -0.2, -4.0, -0.8, ·, ·, 0.1, -2.5
CC(C)NC(=O)N(C)C[C@H]1Oc2ncc(C#CC3CCCC3)cc2C(=O)N([C@H](C)CO)C[C@@H]1C
  -4.9, 3.5, -8.6, 0.2, -2.6, -6.9, -0.6, 0.6
CCCC#Cc1ccc([C@H]2[C@H](CO)N3C(=O)CN(C(=O)Nc4ccccc4)C[C@@H]23)cc1
  ·, -9.3, -11.3, 3.4, ·, ·, 0.4, -2.7
COc1cccc(CNC(=O)[C@H]2[C@H](CO)[C@H]3Cn4c(ccc(-c5cncnc5)c4=O)[C@@H]2N3C(C)=O)c1
  2.9, -12.4, 6.7, ·, -1.4, -2.0, 0.2, -2.8
CCCCn1c(SCC(=O)NC2CC(C)(C)NC(C)(C)C2)nc2cc(S(N)(=O)=O)ccc21
  0.7, -10.3, 9.3, 4.4, 7.8, -3.1, 0.0, -1.1
CCCNC(=O)C[C@H]1CC[C@H]2[C@@H](COc3ccc(NC(=O)Cc4ccccc4)cc3C(=O)N2C)O1
  3.0, -5.1, -0.3, 0.7, -3.0, -11.2, 0.4, -2.7
O=CNc1cc(-c2cccc(F)c2)cn2c(-c3ccc(F)cc3)cnc12
  5.7, -27.0, ·, -0.6, -10.9, ·, 0.1, -3.4
O=C(Nc1ccccc1)N1CCCCN2[C@H](C1)[C@H](c1ccc(-c3ccccc3)cc1)[C@@H]2CO
  ·, -7.7, -17.5, 0.7, -4.7, -0.4, -0.1, 0.6
COc1ccc(S(=O)(=O)Nc2cccc3c2O[C@@H](CN(C)C(=O)Nc2c(C)noc2C)[C@H](C)CN([C@@H](C)CO)C3=O)cc1
  -3.0, -3.4, -13.6, -0.9, -0.4, -13.8, -0.1, 9.1
C[C@@H]1CCCCO[C@@H](CN(C)S(=O)(=O)c2ccc(Cl)cc2)[C@H](C)CN([C@@H](C)CO)C(=O)c2cc(NC(=O)Nc3ccc(C(F)(F)F)cc3)ccc2O1
  -1.5, ·, -1.3, 2.4, 0.7, 9.5, 0.2, ·
C=CC[n+]1c(-c2ccc(Cl)cc2Cl)csc1Nc1c(C)n(C)n(-c2ccccc2)c1=O
  -2.2, -2.7, -28.4, -0.5, -9.5, 18.4, 0.0, -1.6
COc1ccccc1NS(=O)(=O)c1cccc(NC(=O)c2nn(C)c(=O)c3ccccc23)c1
  -16.3, -14.4, -7.8, -3.1, -3.7, 5.5, 0.5, -0.5
Cc1ccc(NC2=C(Cl)C(=O)OC2OC(=O)c2ccco2)cc1C (configuration not stated)
  -4.1, 2.2, ·, ·, 5.6, -15.7, -0.3, -4.4
O=C(O)CSc1c2c(nc3cc(C(=O)Nc4ccc(F)c(Cl)c4)ccc13)CCCC2
  -5.8, -5.7, 11.6, -4.9, 6.6, 5.2, 0.0, -2.4
CN1c2ccccc2C(=O)/C(=C\Nc2ccc(F)cc2)S1(=O)=O
  ·, -5.1, ·, -1.8, -6.8, -3.0, 0.0, -0.6
O=C(NCc1ccc2c(c1)CCO2)Nc1cccc(C(F)(F)F)c1
  ·, -9.6, -1.9, 0.3, 5.7, -13.5, -0.1, 7.3
COc1ccc(/C=C/C(=O)NC(=S)N2CCN(C)CC2)cc1
  ·, -8.4, 8.6, -1.4, ·, 15.7, 0.2, 0.5
COC(=O)c1ccc2nc(-c3cccc(Br)c3)c(Cc3ccccc3)n2c1
  ·, -39.1, -1.6, 2.7, ·, ·, -0.1, -2.7
CCOC(=O)c1cn2nc(Oc3ccccc3)ccc2n1
  ·, -14.8, 0.3, 2.1, 1.3, -1.6, 0.0, ·
Cc1ccc(S(=O)(=O)N(C)C[C@H]2OCCCC[C@H](C)Oc3ccc(NC(=O)Nc4ccc(F)cc4)cc3C(=O)N([C@H](C)CO)C[C@@H]2C)cc1
  -0.3, -22.7, -37.4, -3.4, -5.1, -11.7, 0.1, -0.5
Nc1cc(=O)[nH]c(SCC(=O)Nc2cc(S(=O)(=O)N3CCCCCC3)ccc2Cl)n1
  -4.6, -35.3, 1.3, 6.8, -2.9, -7.3, -0.1, 2.3
CCCNC(=O)N1CC2(CCN(Cc3nccs3)CC2)c2c([nH]c3cc(OC)ccc23)[C@@H]1CO
  ·, 6.0, 10.3, -2.3, ·, ·, 0.0, -2.4
CCCNC(=O)C[C@@H]1CC[C@H]2[C@H](COc3ccc(NC(=O)c4cccc(OC)c4)cc3C(=O)N2C)O1
  3.2, 10.9, -1.5, -1.6, 7.5, -6.7, 0.2, 1.9
CCCCn1c(=O)n(C)c(=O)c2c3c(sc21)COC(C)(C)C3
  0.4, ·, 44.9*, ·, -2.2, 2.0, ·, ·
CSCCC(NC(N)=O)C(=O)Nc1ccc2ccccc2c1 (configuration not stated)
  ·, -4.6, -13.4, ·, ·, 5.9, 0.0, -5.0
Nc1nonc1C(=O)N/N=C/c1ccncc1
  ·, -2.1, -28.6, 0.9, ·, -0.2, 0.0, 5.9
Cc1ccc(S(=O)(=O)N(C)C[C@@H]2Oc3ccc(NC(=O)Cn4cnnn4)cc3CC(=O)N([C@H](C)CO)C[C@H]2C)cc1
  -1.6, -16.1, 8.0, -0.9, 3.8, 3.2, 3.6, 0.0
CC=Cc1ccc2n(c1=O)C[C@@H]1[C@@H](CO)[C@H](C(=O)NCc3ccccc3)N(C)[C@H]21 (mixture of isomers)
  -7.1, -27.9, 2.1, 2.5, -0.7, 2.4, 0.4, -0.6
C[C@@H]1NS(=O)(=O)c2ccc(F)cc2O[C@@H]1c1ccccc1
  ·, 3.7, -0.9, 0.9, ·, ·, -0.1, 0.1
O=C(O)/C=C/C(=O)N(Cc1ccc2c(c1)OCO2)C1CC(=O)N(CCc2ccccc2)C1=O (configuration not stated)
  -4.5, -2.2, ·, -1.4, -3.9, 2.2, 0.0, -0.6
CCNC(=O)C[C@H]1CC[C@@H]2[C@@H](COc3ccc(NC(=O)c4ccc5c(c4)OCO5)cc3C(=O)N2C)O1
  8.4, 9.3, -3.7, 1.7, -6.9, -0.4, 0.2, 1.4
CCN(C[C@H]1N[C@@](C)(C(=O)OC)[C@H]2C(=O)N(C)C(=O)[C@@H]12)C(=O)Nc1ccc(C)cc1
  4.3, -4.0, 3.0, -4.1, -9.0, 2.2, ·, 3.3
CCn1c(COc2ccccc2)nnc1SCC(=O)c1cccc([N+](=O)[O-])c1
  -1.6, -18.6, -7.8, -1.0, 2.5, -0.8, ·, 1.5
CCOC(=O)c1csc(NC(=O)c2ccccc2)n1
  50.1*, -7.2, ·, -1.0, 0.5, 2.3, 0.1, -2.8
O=C1/C(=C/c2ccc(F)cc2)SC(=S)N1Nc1ncc(C(F)(F)F)cc1Cl
  1.7, ·, 19.1, ·, 12.3, 20.8, ·, ·
Cc1ccc(S(=O)(=O)NCC[C@@H]2CC[C@H](NC(=O)c3cccc(F)c3)[C@H](CO)O2)cc1
  3.1, 1.3, 11.7, -2.9, 4.7, 22.2, 0.1, 2.5
CC(C)(C)c1cc(C(=O)NN)n(Cc2ccc(F)cc2)n1
  ·, -9.6, -21.9, 5.6, ·, 4.9, 6.8, -1.4
CC(=O)c1c(C)[nH]c(C(=O)Nc2cccc(S(=O)(=O)N3CCOCC3)c2)c1C
  ·, ·, 11.7, ·, 24.3, 11.1, 0.3, ·
O=C(N=Nc1c(O)[nH]c2ccccc12)Nc1ccccc1
  9.0, -1.4, -5.1, -1.8, ·, 10.0, 0.1, 1.0

# With a hit mark in INS-1E GSIS act, among the entries above:
structure	esBAF inh	RAD52 inh	INS-1E GSIS act	F508del corr	ARNT TACC3 PPI	ERAP1 inh
CCCCn1c(=O)n(C)c(=O)c2c3c(sc21)COC(C)(C)C3	0.4	·	44.9*	·	2.0	·

# Other records follow.
# Value order: esBAF inh, RAD52 inh, INS-1E GSIS act, F508del corr, RAD54 branch, ARNT TACC3 PPI, Xi reactivation, ERAP1 inh
COc1cccc(-c2ccc3c(c2)[C@H]2[C@H](CCN2C(=O)Cc2ccccc2)[C@H](CO)N3)c1
  22.4, -98.8, 23.1, 4.3, -9.2, -1.1, 0.2, 1.9
Cc1noc(NS(=O)(=O)c2ccc(NC(=O)COc3ccc(Cl)cc3Cl)cc2)c1C
  -5.0, ·, 7.2, ·, -2.2, -4.5, ·, ·
Cc1nc2nc[nH]n2c(=O)c1CC(=O)O
  -3.0, -1.3, 12.6, ·, 2.8, 9.3, ·, 1.3
CC(C)CNS(=O)(=O)c1ccc(S(=O)(=O)N2CCC(N3CCCCC3)CC2)cc1
  -7.5, -24.2, 12.3, 2.3, 6.5, -0.5, 0.0, -2.8
C[C@H]1CN([C@@H](C)CO)S(=O)(=O)c2ccc(C#Cc3ccccc3F)cc2O[C@@H]1CN(C)C(=O)Cc1ccccc1
  8.3, 11.8, -5.7, -0.3, -4.8, -6.5, -0.7, -5.1
Cc1ccc(NC(=O)c2cccc(OCc3c(C)noc3C)c2)cc1S(=O)(=O)Nc1ccccc1Cl
  -1.6, -0.5, -5.0, -2.3, -0.9, -0.6, -0.1, 4.4
Cc1oc2c(C)c3oc(=O)c(CCC(=O)NCCCN4CCCC4=O)c(C)c3cc2c1C
  7.7, 1.2, 7.7, -2.4, 6.5, 3.3, ·, ·
